Source: PubChem
tim23-1 inh: tim23-1 yeast growth inhibition | AID 463212 | hit rate 1.3% among 330,000 | S. cerevisiae tim23-1 growth, BacTiter-Glo luminescence, 24 h | inhibition, % at 20 µM;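 active means growth inhibition of the mutant yeast at or above 50%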;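 further: temperature-sensitive mutant grown at 25 °C; plate controls were DMSO-treated mutant yeast for no effect and medium wells lacking yeast for full effect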
Jurkat NFkB inh: inhibitors of the PMA/ionomycin-induced NF-kB reporter in Jurkat cells; PMA/ionomycin-induced NF-kB luciferase reporter, luminescence; inhibition, % at 4 µM; hit rate 0.53% among 330,000; AID 435003; in the data active means inhibition above about 50%
CHOP UPR activ: apoptotic UPR (CHOP) activation. CHO-CHOP luciferase reporter, luminescence; percent of tunicamycin response over DMSO baseline. activation, % at 10 µM. hit rate 0.34% among 330,000;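 active means at 10 µM dose, activation of 40% or more, normalized to positive control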;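 further: 100% = tunicamycin at 10 µg/mL and 0% = DMSO alone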
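Dosing – one dose, 10 µM in 0.5% DMSO · System – CHO-CHOP cells, stable luciferase reporter of PERK-eIF2a-CHOP signalling · Input – 500 cells/well · Control set – tunicamycin 10 µg/mL final as positive, DMSO-only wells as negative · Timing – 6 h compound treatment, 37 °C · Measure – % activation vs tunicamycin · Technique – luminescence read with Steady-Glo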
UPR XBP1 act: activators of adaptive arm of unfolded protein response (XBP1). CHO-XBP1 luciferase reporter, IRE1-XBP1 UPR activation, luminescence; percent of tunicamycin response, DMSO as zero. activation, % at 20 µM. hit rate 0.33% among 330,000. AID 463104;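 active means versus positive control, 20 µM dose yields 30% or more activation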;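 further: 100% = tunicamycin at 10 µg/mL and 0% = DMSO only wells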
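Test system: CHO-XBP1 luciferase reporter cells | Buffer or medium: Serum-containing F12 medium, 10% FBS | Schedule: 6 h compound exposure at 37 °C, 5% CO2 | Detection: Steady-Glo luciferase glow luminescence, 10 min after reagent addition | Read-out basis: Activation, % of tunicamycin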
APJ agonist: APJ receptor agonism | AID 2520 | P35414 | CHO-K1 APJ PathHunter beta-arrestin, luminescence; 0% DMSO wells, 100% apelin | activation, % at 20 µM | hit rate 0.11% among 330,000;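 active means activation more than six SD over the plate average, tested at 20 µM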;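 further: 0% = DMSO alone and 100% = apelin-13 at 10 nM; some results filed as inactive read as strong as hits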
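Assay system – PathHunter CHO-K1 APJ (AGTRL-1) beta-arrestin reporter cells · Compound – one dose, 20 µM compound, 1% DMSO · Timing – compound 90 min 25 °C, reagent 1 h · Measured by – luminescence from split beta-galactosidase complementation, Galacton Star/Emerald II substrate · Measure – beta-arrestin recruitment to APJ as agonist activity, luminescent signal · Benchmarks – DMSO vs Apelin-13 10 nM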
APJ antagonist: antagonists of human APJ apelin receptor; P35414; CHO-K1 APJ beta-arrestin complementation, luminescence; inhibition, % at 20 µM; hit rate 0.32% among 330,000;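 active means inhibition above about 40% at 20 µM, limit read from the data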;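 further: cells challenged with 10 nM apelin-13 agonist together with compound; plate controls were apelin-13 plus DMSO wells for no effect and DMSO wells lacking apelin-13 for full effect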
Mdm2 MdmX PPI: human Mdm2/MdmX binding inhibition | O15151+Q00987 | hit rate 3% among 330,000 | AID 485346 | inhibition, % at 8 µM | SaOS-2 split-luciferase Mdm2/MdmX complementation, luminescence;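 active means inhibition of at least 50% at 8 µM in the primary screen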
Target sequence (O15151 whole entry, looked up): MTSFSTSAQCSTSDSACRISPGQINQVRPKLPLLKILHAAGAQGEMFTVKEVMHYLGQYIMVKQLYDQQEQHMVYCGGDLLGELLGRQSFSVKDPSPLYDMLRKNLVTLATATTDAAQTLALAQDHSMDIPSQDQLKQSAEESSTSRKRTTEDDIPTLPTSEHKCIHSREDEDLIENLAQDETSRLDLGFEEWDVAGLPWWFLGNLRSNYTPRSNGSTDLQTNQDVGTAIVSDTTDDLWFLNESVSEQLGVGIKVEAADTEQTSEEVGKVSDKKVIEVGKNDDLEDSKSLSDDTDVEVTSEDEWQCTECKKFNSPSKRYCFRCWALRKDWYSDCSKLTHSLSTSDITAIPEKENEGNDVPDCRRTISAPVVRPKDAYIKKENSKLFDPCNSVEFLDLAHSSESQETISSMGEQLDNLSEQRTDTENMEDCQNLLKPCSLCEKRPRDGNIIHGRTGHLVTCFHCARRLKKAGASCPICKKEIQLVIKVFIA
Target sequence (Q00987 whole entry, looked up): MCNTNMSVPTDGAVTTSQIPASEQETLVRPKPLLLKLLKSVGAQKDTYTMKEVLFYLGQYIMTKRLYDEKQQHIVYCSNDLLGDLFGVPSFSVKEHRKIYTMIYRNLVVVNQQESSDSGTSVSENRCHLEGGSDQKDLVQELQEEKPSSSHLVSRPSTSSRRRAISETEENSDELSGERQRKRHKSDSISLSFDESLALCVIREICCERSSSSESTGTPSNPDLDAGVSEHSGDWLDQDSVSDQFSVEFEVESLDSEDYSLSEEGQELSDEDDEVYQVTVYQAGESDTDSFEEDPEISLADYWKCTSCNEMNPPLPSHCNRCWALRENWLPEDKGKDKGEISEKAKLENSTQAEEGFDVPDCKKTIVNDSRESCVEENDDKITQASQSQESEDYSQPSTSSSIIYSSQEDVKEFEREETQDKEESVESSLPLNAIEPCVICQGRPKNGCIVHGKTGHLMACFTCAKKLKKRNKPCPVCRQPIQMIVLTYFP
697 NFkB inh: inhibitors of the PMA/ionomycin-induced NF-kB reporter in 697 B cells; hit rate 0.33% among 330,000; inhibition, % at 4 µM; 697 B-cell NF-kB luciferase reporter, 16 h; in the data active means inhibition above about 35%
An asterisk follows results filed as active; & = joins results of further samples. Only part of the results is shown; count on the stated rates, not on these rows.

No. | SMILES | tim23-1 inh | Jurkat NFkB inh | CHOP UPR activ | UPR XBP1 act | APJ agonist | APJ antagonist | Mdm2 MdmX PPI | 697 NFkB inh
1 | C[C@@H]1C[C@H]2[C@@H]3CCC4=CC(=O)C=C[C@]4(C)[C@@]3(Cl)[C@@H](O)C[C@]2(C)[C@@]1(OC(=O)c1ccco1)C(=O)CCl | 22.1 | 12.8 | 5.5 | 78.6* | 16.6 | 3.6 | 37.3 | -43.6
2 | COc1cc(N)c(Cl)cc1C(=O)N[C@H]1CCN(CCCOc2ccc(F)cc2)C[C@H]1OC | 29.0 | 2.4 | 2.5 | -4.9 | -3.8 | -3.7 | 17.7 | -49.0
3 | CN(C)CC/C=C1/c2ccccc2COc2ccc(CC(=O)O)cc21 | -16.6 | -7.6 | 0.1 | -2.1 | -3.4 | -10.0 | 17.8 | 5.7
4 | CC(Cc1cccc(C(F)(F)F)c1)NCCOC(=O)c1ccccc1 (stereo unspecified) | 12.3 | 8.1 | -1.2 | -6.8 | -3.2 | 1.5 | 17.7 | 16.5
5 | C/C(=N\NC(=S)NCc1ccccc1)C1CCCCC1 | 22.7 | 0.2 | -0.7 | -3.0 | -7.3 | 7.4 | -28.2 | -10.3
6 | COc1ccc(-c2oc3c(CC=C(C)C)c(O[C@@H]4O[C@H](CO)[C@@H](O)[C@H](O)[C@H]4O)cc(O)c3c(=O)c2O[C@@H]2O[C@@H](C)[C@H](O)[C@@H](O)[C@H]2O)cc1 | 4.2 | 0.4 | 0.6 | -6.9 | -5.1 | 4.9 | 18.3 | 13.5
7 | CCCCN(CCCC)CCCOC(=O)c1ccc(N)cc1 | 8.7 | 1.3 | -0.1 | -8.9 | -6.7 | 5.1 | -4.4 | 28.0
8 | Cc1nc2c3ccccc3nc(NNC(=O)CCC(=O)N3CCN(c4ccccc4F)CC3)n2n1 | 15.8 | 4.4 | 0.6 | 0.4 | 0.3 | 15.4 | 22.7 | 9.1
9 | CCC(C(=O)Nc1ccccc1N1CCCC1)c1ccccc1 (stereo unspecified) | 34.3 | -1.6 | -0.3 | -3.3 | -7.2 | 22.9 | 4.3 | -4.9
10 | Cn1ccc2cc3c(cc21)CCN3C(=O)Nc1cccnc1 | -4.2 | -8.8 | 4.7 | -6.5 | -0.3 | 0.6 | 12.8 | -16.3
11 | O=C(c1ccccn1)N(Cc1cccs1)C1(C(=O)NC2CCCCC2)CCCCC1 | 24.4 | 2.3 | 0.0 | -3.0 | -1.5 | -16.6 | 25.8 | -3.9
12 | Cc1c(C)n(Cc2ccccc2)c2ccc(C(=O)OCCN(C)C)cc12 | 25.8 | -15.9 | 3.4 | 0.5 | -3.5 | -0.5 | 23.6 | -26.5
13 | CC[C@]12CCCN3CCc4c(n(c5ccccc45)[C@](O)(C(=O)OC)C1)[C@@H]32 | -2.3 | -10.5 | -0.5 | -6.5 | -6.3 | 6.2 | 7.8 | 15.5
14 | CN(C)CCCSc1ccccc1NC(=O)/C=C/c1ccccc1 | 12.6 | -15.5 | 0.7 | -4.6 | 6.2 | 10.1 | -28.9 | -9.9
15 | O=C(Nc1cc(-c2ccccc2)nn1-c1ccccc1F)c1ccc([N+](=O)[O-])cc1 | 18.1 | 4.6 | 1.9 | -2.5 | 10.9 | 9.7 | 8.8 | 28.0
16 | CC(=O)OCC(=O)[C@@]1(O)CC[C@H]2[C@@H]3CCC4=CC(=O)C=C[C@]4(C)[C@@]3(F)[C@@H](O)C[C@@]21C | 10.0 | 15.5 | -1.0 | -4.8 | 5.1 | -3.7 | -32.0 | -11.5
17 | O=C(O)Cc1cn(-c2ccccc2)nc1-c1ccc(Cl)cc1 | 14.2 | 13.9 | 0.4 | -4.5 | -0.5 | 2.5 | 0.6 | 12.0
18 | CCN(CC)CC1CCCCN1CC(=O)N1c2ccccc2C(=O)Nc2cccnc21 (stereo unspecified) | 8.9 | 5.0 | -1.7 | -7.0 | -1.4 | 8.1 | 4.4 | 13.0
19 | CN[C@@H]1[C@H](O)[C@H](NC)[C@H]2O[C@@]3(O)C(=O)C[C@@H](C)O[C@H]3O[C@@H]2[C@H]1O | -2.2 | -29.3 | -1.1 | -8.3 | -3.6 | -5.3 | -14.8 | -9.3
20 | O=C(NC1CCN(CCc2c[nH]c3ccccc23)CC1)c1ccccc1 | 21.4 | 10.2 | -0.6 | -2.1 | -1.4 | 3.4 | -21.4 | -2.9
21 | CC(C)(C)NCC(O)COc1cccc2c1C[C@H](O)[C@H](O)C2 (stereo partly specified) | -11.2 | -16.2 | 1.9 | -6.5 | 0.2 | -6.8 | 10.5 | -6.8
22 | CCCC(=O)O[C@]1(C(=O)CCl)[C@@H](C)C[C@H]2[C@@H]3CCC4=CC(=O)C=C[C@]4(C)[C@@]3(F)C(=O)C[C@@]21C | 39.2 | 1.2 | -0.4 | -6.4 | -4.7 | 27.5 | 13.0 | -22.8
23 | CCc1cccc(CC)c1NC(=O)CN(CC(=O)O)CC(=O)O | 6.7 | 9.1 | -0.7 | -9.7 | -0.7 | 6.3 | 18.8 | 29.9
24 | CC1O[C@@H](OCC2O[C@@H](Oc3cc(O)c4c(c3)OC(c3ccc(O)cc3)CC4=O)[C@H](O)[C@@H](O)[C@@H]2O)[C@H](O)[C@H](O)[C@H]1O (stereo partly specified) | -1.8 | -2.9 | 0.8 | -0.1 | -2.3 | -13.7 | 2.2 | 19.3
25 | CN(C)S(=O)(=O)n1cc(/C=C(\NC(=O)c2ccccc2)C(=O)NCCCn2ccnc2)c2ccccc21 | 9.9 | 16.6 | 3.8 | -3.0 | -0.3 | 6.5 | -2.5 | 7.9

A different layout for part of the listing above:
Below each SMILES: tim23-1 inh | Jurkat NFkB inh | CHOP UPR activ | UPR XBP1 act | APJ agonist | APJ antagonist | Mdm2 MdmX PPI | 697 NFkB inh
[15] O=C(Nc1cc(-c2ccccc2)nn1-c1ccccc1F)c1ccc([N+](=O)[O-])cc1
→ 18.1 | 4.6 | 1.9 | -2.5 | 10.9 | 9.7 | 8.8 | 28.0
[7] CCCCN(CCCC)CCCOC(=O)c1ccc(N)cc1
→ 8.7 | 1.3 | -0.1 | -8.9 | -6.7 | 5.1 | -4.4 | 28.0
[9] CCC(C(=O)Nc1ccccc1N1CCCC1)c1ccccc1 (stereo unspecified)
→ 34.3 | -1.6 | -0.3 | -3.3 | -7.2 | 22.9 | 4.3 | -4.9

A few values from the entries so far:
cpd 4 @ tim23-1 inh: 12.3
cpd 3 @ Mdm2 MdmX PPI: 17.8
cpd 12 @ 697 NFkB inh: -26.5
cpd 7 @ CHOP UPR activ: -0.1
cpd 18 @ APJ antagonist: 8.1
cpd 5 @ Mdm2 MdmX PPI: -28.2

(more compounds)
No. | SMILES | tim23-1 inh | Jurkat NFkB inh | CHOP UPR activ | UPR XBP1 act | APJ agonist | APJ antagonist | Mdm2 MdmX PPI | 697 NFkB inh
26 | CCN(CCCCOC(=O)c1ccc(OC)c(OC)c1)C(C)Cc1ccc(OC)cc1 (stereo unspecified) | 6.5 | -1.0 | 3.4 | -3.3 | -3.8 | 3.8 | -7.8 | -20.4
27 | N=c1nc(N2CCCCC2)cc(N)n1O | 7.4&-1.7 | -7.0&6.8 | 3.9&1.7 | -3.0&-3.1 | -4.6&-1.4 | 1.7&13.2 | 28.2&2.4 | 4.7&4.6
28 | C[C@H](CCC(=O)O)[C@H]1CC[C@H]2[C@@H]3[C@H](O)C[C@@H]4C[C@H](O)CC[C@]4(C)[C@H]3CC[C@]12C | 8.0 | -7.4 | -1.8 | -8.0 | -3.2 | 8.7 | -22.9 | 2.4
29 | CCCC(=O)O[C@]1(C(=O)COC(C)=O)CC[C@H]2[C@@H]3C[C@H](F)C4=CC(=O)C=C[C@]4(C)[C@@]3(F)[C@@H](O)C[C@@]21C | -6.3 | 4.5 | -3.3 | -8.8 | -0.8 | 13.0 | 20.6 | -1.1
30 | COc1ccc(C(=O)c2ccccc2)c(O)c1 | 7.5 | -12.7 | 0.7 | 5.2 | -3.0 | 2.9 | -6.5 | -1.1
31 | CCCC1(c2ccccc2)NC(=O)N(CC(=O)N(C)Cc2c(F)cccc2Cl)C1=O (stereo unspecified) | 10.9 | 4.4 | 2.1 | 2.6 | -1.1 | 14.6 | 21.7 | 7.1
32 | CCCCCCCCCCCCCCCC(O)C(N)CO (stereo unspecified) | 52.1* | 8.5 | 1.6 | -4.0 | -3.1 | 40.8* | 38.5 | 4.3
33 | CC(C)NNC(=O)c1ccncc1 | -3.0 | 3.9 | -1.3 | -8.8 | -1.2 | 1.6 | 0.2 | 5.6
34 | CC(=O)Oc1ccc2c(C)cc(=O)oc2c1 | 12.8 | 17.7 | 3.0 | -1.1 | -7.0 | 3.5 | 15.1 | 17.7
35 | CCc1ccccc1OC[C@@H](O)CN[C@H]1CCCc2ccccc21 | -2.1 | 11.4 | -2.8 | -5.4 | 7.5 | 14.6 | 40.8 | -3.7
36 | CC(C)(C)NCC(O)COc1cccc2c1CC(O)C(O)C2 (stereo unspecified) | 1.9 | -7.2 | -1.2 | -6.3 | -4.3 | 4.3 | 5.4 | 1.9

Pulled by structure from the entries so far (five):
No. | SMILES | tim23-1 inh | Jurkat NFkB inh | CHOP UPR activ | UPR XBP1 act | APJ agonist | APJ antagonist | Mdm2 MdmX PPI | 697 NFkB inh
24 | CC1O[C@@H](OCC2O[C@@H](Oc3cc(O)c4c(c3)OC(c3ccc(O)cc3)CC4=O)[C@H](O)[C@@H](O)[C@@H]2O)[C@H](O)[C@H](O)[C@H]1O (stereo partly specified) | -1.8 | -2.9 | 0.8 | -0.1 | -2.3 | -13.7 | 2.2 | 19.3
9 | CCC(C(=O)Nc1ccccc1N1CCCC1)c1ccccc1 (stereo unspecified) | 34.3 | -1.6 | -0.3 | -3.3 | -7.2 | 22.9 | 4.3 | -4.9
4 | CC(Cc1cccc(C(F)(F)F)c1)NCCOC(=O)c1ccccc1 (stereo unspecified) | 12.3 | 8.1 | -1.2 | -6.8 | -3.2 | 1.5 | 17.7 | 16.5
28 | C[C@H](CCC(=O)O)[C@H]1CC[C@H]2[C@@H]3[C@H](O)C[C@@H]4C[C@H](O)CC[C@]4(C)[C@H]3CC[C@]12C | 8.0 | -7.4 | -1.8 | -8.0 | -3.2 | 8.7 | -22.9 | 2.4
7 | CCCCN(CCCC)CCCOC(=O)c1ccc(N)cc1 | 8.7 | 1.3 | -0.1 | -8.9 | -6.7 | 5.1 | -4.4 | 28.0
